bovine MsrA act – bovine methionine sulfoxide reductase A activation; purified bovine MsrA, absorbance read-out; activation, % at 10.6 µM; hit rate 0.3% among 360,000; AID 602163; in the data active = activation above about 7.5%;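 note: 0% = vehicle and 100% = reference activator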
CendR NRP1 mod – modulators of CendR peptide binding to human neuropilin-1 | hit rate 0.85% among 360,000 | FAM-RPARPAR peptide binding to NRP-1, fluorescence polarization | inhibition, % at 25 µM | O14786;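 active = inhibition or corrected inhibition above about 18%, plus a signal ratio from 0.5 to 1.5, limit read from the data, passing the limit was not always enough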; note: strong numbers were not always called active
MT1-MMP act inh – blocks activation of human MT1-MMP. P50281. HT1080 RFP-PRO-GFP cells, GFP/RFP ratio fluorescence, overnight; percent of plate control window, DMSO zero. GFP/RFP ratio change, % at 20 µM. hit rate 0.061% among 360,000;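 active = GFP/RFP ratio change of at least 30% with cell ATP level not reduced by more than half and red fluorescence within 50% of control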; note: strong numbers were not always called active
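Assay system: HT1080 cells carrying an RFP-PRO-GFP reporter | Dosing: Single dose of 20 µM compound, 1% DMSO final | Incubation: Cells overnight before dosing, compound overnight, 37 °C, 5% CO2 | Evaluation: GFP/RFP fluorescence ratio | Control set: DMSO and RFP-L50D-GFP cell wells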
TbMetRS inhib – blocks T. brucei methionyl-tRNA synthetase activity; purified T. brucei MetRS, ATP depletion, Kinase-Glo luminescence; inhibition, % at 11.9 µM; hit rate 0.4% among 360,000; AID 624268;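 active = inhibition above a per-plate cutoff of the control wells' mean inhibition plus 3 SD, cut at about 5.5% in these data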;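 note: 0% = DMSO wells median and 100% = median of wells with control inhibitor compound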
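Test system – parasite MetRS enzyme · Reagent – substrates ATP, L-methionine and bulk Escherichia coli tRNA · Doses – 11.9 µM compound single dose, 0.9% DMSO · Times – 15 min enzyme-compound preincubation, 2 h reaction, 10 min detection, 25 °C · Signal – Kinase-Glo luminescence, ATP depletion format · Controls – DMSO-only wells as low control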
SKN-1 inh – inhibitors of C. elegans SKN-1 | C. elegans VP596 Pgst-4::GFP/RFP ratio, acrylamide-induced, 24 h | inhibition, % at 21.8 µM | hit rate 0.49% among 360,000;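 active = interference check ratio from 0.5 to 1.5 plus GFP to RFP signal ratio inhibition reaching or exceeding a fixed threshold, cut at about 30% in these data, passing the limit was not always enough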; note: some compounds called inactive have numbers as strong as hits
eLon inh – inhibits E. coli Lon protease; P0A9M0; purified E. coli Lon protease, fluorescence polarization; inhibition, % at 7.94 µM; hit rate 0.42% among 360,000; in the data active = inhibition above about 13%, passing the limit was not always enough;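 note: 0% = enzyme with probe and DMSO and 100% = no enzyme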
Target sequence (P0A9M0 whole entry, looked up): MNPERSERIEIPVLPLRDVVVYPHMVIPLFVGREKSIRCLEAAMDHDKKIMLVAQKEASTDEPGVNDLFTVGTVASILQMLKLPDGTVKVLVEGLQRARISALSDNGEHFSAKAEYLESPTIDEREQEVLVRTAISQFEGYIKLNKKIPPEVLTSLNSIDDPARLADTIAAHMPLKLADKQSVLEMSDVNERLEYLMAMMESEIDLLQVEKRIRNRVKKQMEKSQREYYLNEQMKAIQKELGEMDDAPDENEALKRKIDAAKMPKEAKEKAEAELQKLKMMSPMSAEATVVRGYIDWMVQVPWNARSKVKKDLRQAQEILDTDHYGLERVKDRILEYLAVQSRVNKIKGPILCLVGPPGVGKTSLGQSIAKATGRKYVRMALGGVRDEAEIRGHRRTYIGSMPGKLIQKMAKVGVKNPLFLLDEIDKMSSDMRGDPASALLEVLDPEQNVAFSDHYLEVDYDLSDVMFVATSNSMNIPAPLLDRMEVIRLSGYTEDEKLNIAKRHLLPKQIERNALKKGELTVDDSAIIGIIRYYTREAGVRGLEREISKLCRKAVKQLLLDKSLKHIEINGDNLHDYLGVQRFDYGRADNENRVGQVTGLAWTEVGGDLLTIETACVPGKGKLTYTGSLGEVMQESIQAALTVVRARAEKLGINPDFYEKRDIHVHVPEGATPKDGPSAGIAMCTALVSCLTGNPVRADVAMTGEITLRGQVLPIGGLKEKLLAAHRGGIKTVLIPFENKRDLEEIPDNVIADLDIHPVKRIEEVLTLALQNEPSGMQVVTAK
MsrA inhibitor – bovine MsrA inhibition; purified bovine MsrA, absorbance read-out; inhibition, % at 15.5 µM; hit rate 0.75% among 360,000; AID 651718; in the data active = inhibition above about 4.5%;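 note: 0% = vehicle wells with enzyme and 100% = reference inhibitor wells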
MLLE-PAM2 inh – blocks PAM2 peptide binding to the PABP1 MLLE domain | GST-MLLE / FITC-PAM2 fluorescence polarization | inhibition, % at 20 µM | hit rate 0.36% among 360,000 | AID 588489; in the data active = inhibition above about 35%, passing the limit was not always enough;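 note: plate controls were DMSO wells with GST-MLLE for no effect and wells lacking GST-MLLE protein for full effect; some results filed as inactive read as strong as hits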
FAS TE block – inhibitors of human fatty acid synthase thioesterase domain. recombinant FAS-TE, OMFH fluorogenic substrate, fluorescence endpoint. inhibition, % at 15 µM. hit rate 0.67% among 360,000;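 active = compounds whose normalised, plate-corrected inhibition of enzyme fluorescence in the single-dose primary screen is 50% or more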;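 note: 0% = DMSO with enzyme and 100% = substrate without enzyme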
* marks the source's active call; other numbers are inactive results; · = not tested or not shown; & = joins results of further samples. Rows were taken by chance. Share with any hit: about 4%.

SMILES	bovine MsrA act	CendR NRP1 mod	MT1-MMP act inh	TbMetRS inhib	SKN-1 inh	eLon inh	MsrA inhibitor	MLLE-PAM2 inh	FAS TE block
CC(Oc1ccccc1)C(=O)Nc1ccc(S(=O)(=O)N2CCOCC2)cc1 (centres undefined)	-3.5	-0.1	2.9	-0.6	-3.2	-1.9	0.9	-7.8	-5.2
CCCCn1c(N)c(N(CC)C(=O)CCNC(=O)NC23CC4CC(CC(C4)C2)C3)c(=O)[nH]c1=O	-1.7	6.9	-6.4	-0.6	-0.8	-5.3	0.1	-49.6	-4.0
CCOc1ccc(Nc2nc(Nc3ccc(O)cc3)nc(C)c2[N+](=O)[O-])cc1	-4.0	4.0	5.3	-0.3	6.0	-6.5	1.2	4.7	6.5
CCOc1cccc(=O)c2c(C)n(-c3ccc(C(=O)O)cc3)c(C)c12	-8.2	-73.6	-18.9	-0.1	13.5	-1.5	0.1	5.9	-4.2
CCc1ccc(NC(=O)CCCN2C(=O)C3CC=CCC3C2=O)cc1 (centres undefined)	1.2	3.8	1.1	-0.2	7.3	1.4	0.2	-6.2	-2.7
CC1=NN(c2ccccc2)C(=O)/C1=C/c1cc(C)n(C2CC2)c1C	-5.3	-22.9	-0.1	-1.0	-3.3	-0.9	-0.1	-8.3	-7.4
CCC(CC)c1nnc(NC(=O)C23CC4CC(CC(NC(C)=O)(C4)C2)C3)s1	-3.9	14.7	-1.0	-0.4	10.3	-6.5	-0.5	-9.6	-2.0
O=C(Nc1ccc(Cl)cc1)c1cccc(OC(=S)N2CCOCC2)c1	1.1	3.0	-2.1	0.0	-0.3	-4.3	0.5	0.2	14.3
Cc1ccc(-n2c(SCC(=O)N(C)C)nnc2-c2ccco2)cc1	-1.8	-4.0	-3.1	-0.2	8.9	4.4	0.9	-0.2	-2.9
CCOc1cc(C(=O)NCc2ccc(-c3nc4ccccc4o3)cc2)cc(OCC)c1OCC	-4.3	6.2	5.3	-0.5	8.3	1.9	0.5	-20.8	-9.8
CCOc1ccc(CCNC(=O)c2cccc(S(=O)(=O)N3CCCCC3)c2)cc1OCC	-1.2	-8.4	-1.9	-0.3	9.0	-11.9	0.8	-3.6	3.2
COc1ccc(-c2nc3ccccc3s2)cc1	-3.9	-2.4	0.4	-0.9	32.7	3.5	-0.4	2.5	17.2
Cc1ccccc1OCc1n(CC(=O)OC2CC(C)CCC2C(C)C)c2ccccc2[n+]1C (centres undefined)	-0.3&-8.3	3.9&0.4	-49.5&-20.9	-0.5&-1.6	-2.1&-6.1	3.5&-0.9	-0.6	-2.8&10.5	-18.5&-9.0
Cc1cccc(N(C(=O)c2snc(C(N)=O)c2N)C(C(=O)NCC2CCCO2)c2ccc(N(C)C)cc2)c1C (centres undefined)	-1.9	2.9	-5.5	-0.3	6.5	-1.4	-0.3	-9.2	-10.6
CCC(O)(CCN1CCCCC1)c1ccccc1 (centres undefined)	-1.5	3.8	2.9	-0.3	-0.7	-6.5	0.7	-1.7	-12.0
CC(Sc1cccc(C(F)(F)F)c1)C(=O)NC(N)=O (centres undefined)	-5.5	-11.0	-2.5	-0.5	11.9	-21.9	-0.2	1.3	-7.5
CCN(CC)CCn1c2c(c(SCC(=O)Nc3nc4ccccc4s3)nc1=O)CCC2	-2.3	-4.3	-2.8	-0.2	-19.0	-14.3	0.0	0.0	-5.7
CCCCc1ccc(NS(=O)(=O)c2cccs2)cc1	2.5	-5.7	0.8	-0.4	10.3	13.2	1.9	4.9	24.1
Cc1cc(C)nc(N2CCCC(C(=O)NCCc3ccc(F)cc3)C2)n1 (centres undefined)	-11.5	-2.0	-2.0	-1.6	-8.5	-7.9	-1.3	-10.6	-0.1
Cc1cccc(N2CCN(C(=O)c3c(-c4ccccc4Cl)noc3C)CC2)c1C	-1.9	-1.6	-3.7	-0.5	17.9	-5.2	-1.0	-6.7	18.7

No new results follow: an excerpt of the list.
SMILES	bovine MsrA act	CendR NRP1 mod	MT1-MMP act inh	TbMetRS inhib	SKN-1 inh	eLon inh	MsrA inhibitor	MLLE-PAM2 inh	FAS TE block
CC(Oc1ccccc1)C(=O)Nc1ccc(S(=O)(=O)N2CCOCC2)cc1 (centres undefined)	-3.5	-0.1	2.9	-0.6	-3.2	-1.9	0.9	-7.8	-5.2
CCCCn1c(N)c(N(CC)C(=O)CCNC(=O)NC23CC4CC(CC(C4)C2)C3)c(=O)[nH]c1=O	-1.7	6.9	-6.4	-0.6	-0.8	-5.3	0.1	-49.6	-4.0

Next section:
SMILES	bovine MsrA act	CendR NRP1 mod	MT1-MMP act inh	TbMetRS inhib	SKN-1 inh	eLon inh	MsrA inhibitor	MLLE-PAM2 inh	FAS TE block
CC(C)(C)c1cc(N/C=C\c2nnnn2-c2ccc(Br)cc2)no1	-0.2	4.4	-0.4	0.7	18.4	1.6	1.3	2.2	0.1
O=C(Nc1ccc(Cl)cc1)Nc1cnccn1	-3.6	-17.9	-1.5	0.6	12.5	-0.8	0.2	5.6	-3.2
CC(=O)Nc1ccnn1C1CCN(C(=O)c2cccc(C)c2C)CC1	-0.6	1.4	-3.4	-0.5	7.2	-0.7	-1.1	-2.5	-3.4
Cc1ccc(/C=C/C(=O)c2ccc(O)cc2)cc1	-3.4	-42.8	-4.8	2.7	-5.9	1.0	1.9	-16.9	-2.0
COc1ccc(OC)c(C2CC(=O)N3CN(c4cccc(Cl)c4)CSC3=C2C#N)c1 (centres undefined)	3.5	-9.1	3.4	-0.2	4.8	-0.5	1.6	-30.9	20.9
O=C(CSc1nc2ccccc2c(=O)n1-c1ccc(Cl)cc1)c1ccco1	-2.5	-17.7	3.1	-0.8	-1.5	-3.4	-0.5	-3.2	-1.6
CN(CCOc1ccc(Br)cc1)CC(O)c1ccccc1 (centres undefined)	-3.2	3.9	-1.5	-0.3	2.3	1.9	0.0	-3.5	0.9
COc1cccc(CC(C(=O)Nc2cc(C)ccc2C)c2nn[nH]n2)c1OC (centres undefined)	-0.6	-4.4	-2.9	-0.9	2.2	2.4	-0.1	-2.0	-5.2
Cc1cc(C)n(C(=O)Cn2nc([N+](=O)[O-])cc2C)n1	-0.9	9.7	3.0	-0.6	-6.0	-0.2	0.1	10.8	-0.8
CCc1cc(-c2onc(C)c2-c2cscn2)c(O)cc1OC	-2.2	-0.6	1.7	-0.5	2.1	0.3	0.2	-12.6	0.2
CC1CCN(C(=O)Cn2c3ccccc3c3nc4n(c(=O)c32)CCS4)CC1	-2.6	4.7	1.5	0.2	22.5	-9.4	-0.1	0.6	0.3
CC(C)OC(=O)C(C(=O)C(F)(F)F)c1cc(NS(=O)(=O)c2ccc3ccccc3c2)c2ccccc2c1O (centres undefined)	-9.8	6.8	-43.7	-1.0	3.1	-8.4	·	25.8	39.1
N#Cc1nc(Cc2cccc3ccccc23)oc1NCc1ccc(F)cc1	-5.3	-3.6	3.7	-0.7	-13.1	6.3	1.2	-4.8	23.8
O=C(CN1C(=O)C(=O)c2ccccc21)OCN1C(=O)c2ccccc2C1=O	0.2	-3.8	0.8	0.6	-7.0	-3.8	0.0	8.4	-4.2
CN1CCN(c2nc(NCc3ccco3)nc(N)c2[N+](=O)[O-])CC1	-3.3	6.9	0.8	-0.2	-1.4	9.2	0.3	8.4	-3.8
CCOC(=O)C(=O)Cc1nc2ccccc2s1	2.9	-32.8	-35.5	-0.3	-1.9	-69.5	1.8	7.1	-4.7
CC(=O)c1ccc(Nc2nc(N3CCOCC3)nc(N3CCOCC3)n2)cc1	-1.3	5.3	-0.7	0.4	0.8	-4.5	1.0	-2.2	-0.8
Cc1cccc(/C=C/c2nc3ccccc3c(=O)[nH]2)c1	-3.8	3.0	-9.6	0.4	5.9	1.1	2.9	1.6	0.8
COc1ccc(S(=O)(=O)N[C@H]2CC[C@H](CCNC(=O)c3ccccc3F)O[C@@H]2CO)cc1	·	-2.6	-3.0	-1.2	1.6	·	2.4	·	·
CC(=O)Nc1c(C(=O)N2CCCCCC2)cnn1-c1ccccc1	4.7	-1.6	-0.3	-0.9	-1.8	-6.7	-1.2	-2.0	3.4
O=C(NCc1nnc(SCC(=O)N2CCCC2)o1)c1cccc(C(F)(F)F)c1	0.2	9.5	-0.9	-0.6	-3.7	-0.7	-0.5	6.7	-5.9
CCC(C)N(C(=O)CSc1ncnc2c1cnn2-c1ccccc1)C1CCS(=O)(=O)C1 (centres undefined)	-2.0	-6.5	-1.1	-0.4	2.9	-4.8	-0.3	2.5	22.1
COC(=O)Nc1ccc(S(=O)(=O)Nc2ncccn2)cc1	-5.9	7.5	2.5	-0.5	13.3	26.9*	-0.7	-7.3	-7.8
CC(=O)Nc1nc(C)c(Oc2ccc(Cl)cc2)c(=O)[nH]1	-1.4	6.7	0.2	0.2	17.5	-3.8	-1.3	30.4	-7.3
CCOC(=O)c1sc2ncnc(NCC(c3cccs3)N(C)C)c2c1C (centres undefined)	0.1	-53.1	-18.3	-0.5	11.8	-7.4	0.4	-43.4	5.8
CCOC(=O)C1CCN(S(=O)(=O)c2ccc3c(c2)N(C)C(=O)CC(=O)N3C)CC1	0.6	-4.8	-0.6	0.4	2.8	-7.5	-0.4	-92.5	-7.4
Cc1ccc(C(=S)N2CCN(Cc3ccccc3)CC2)s1	3.5	0.8	0.6	0.4	-8.0	-0.7	1.9	16.5	11.4
O=C(CSc1nc(=O)[nH]c2c1CCCC2)Nc1ccc(F)cc1F	-8.4	6.8	-4.6	-0.5	-3.5	5.0	-0.5	7.7	1.4
CC(C)[C@H](NC(=O)c1ccc(C(C)(C)C)cc1)C(=O)Nc1nnc(C2CC2)s1	0.7	3.2	-13.5	0.0	5.0	5.6	-0.1	-1.0	14.0
CCc1ccc(Nc2nc(N3CCOCC3)nc(N3CCOCC3)n2)cc1	-4.0	-2.7	-6.2	-0.7	0.6	-5.7	-0.4	1.9	6.5
O=C1C2=C(C(c3ccccc3)=NCCN2)C(c2cccc([N+](=O)[O-])c2)N1c1ccccc1 (centres undefined)	-2.0	19.2	-0.8	-0.1	1.8	-2.2	-0.3	-1.7	-1.2
NNC(=O)c1[nH]c2ccc([N+](=O)[O-])cc2c1-c1ccccc1	-0.5	23.6*	0.0	-0.6	10.9	-3.4	1.3	-1.9	2.6
O=C(O)CCNC1C=CS(=O)(=O)C1 (centres undefined)	-11.2	-2.1	-0.6	-1.7	5.5	1.0	-0.8	-14.1	-4.5
CCc1ccc(N(CC(=O)NC2CC2)S(=O)(=O)c2ccc(C)cc2)cc1	-9.0	-2.4	-0.4	-0.2	-3.1	-1.6	0.1	-0.2	0.5
CC1CC(C)CN(S(=O)(=O)c2ccc(NC(=O)CCN3C(=O)C4CC=CCC4C3=O)cc2)C1 (centres undefined)	-2.3	3.7	-5.4	0.1	1.3	0.7	0.0	-8.4	1.7
O=c1[nH]c2ccccc2[n+]([O-])c1-c1ccccc1	-3.1	-0.3	1.4	-0.7	-1.7	1.4	2.7	3.2	-1.8
O=C(O)CCN1C(=O)S/C(=C\c2cccnc2)C1=O	-3.7	2.1	2.8	-0.5	-6.2	-9.5	1.9	16.9	-6.9
COc1cc2cnc(-c3ccccc3)c(-c3ccc(C#N)cc3)c2cc1OC	0.8	2.8	0.1	-0.3	30.1	-4.5	-0.2	-38.0	15.6
Cc1ccc(S(=O)(=O)N2CCOC2CNC(=O)C(=O)NCc2cccnc2)cc1 (centres undefined)	-3.8	5.0	3.5	-0.3	11.6	-13.7	-0.4	18.9	-10.2
Cc1noc(C)c1COC(=O)c1cc(S(=O)(=O)N2CCOCC2)ccc1F	-0.1	-3.0	0.4	-0.4	8.0	-3.7	-0.6	3.9	-5.7

Bioassay records: PubChem, several laboratories
